AI-2 QS modul – modulators of Vibrio harveyi AI-2 quorum sensing system | Vibrio harveyi JMH597 AI-2 luminescence/OD600 ratio, 9 h; hits give low values; strain lacks LuxN and CqsS sensors; 0 = neutral-control median | activity change, % at 7.5 µM | actives 0.4% (n = 300,000) | AID 2094; in the data active = activity change below about -75%, passing the limit was not always enough;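 note: luminescence divided by OD600 gain over 9 h not by final OD600 alone; inactives centre near 13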
IEC-6 cytotox – counter-screen for KLF5 inhibitors: cytotoxicity in IEC-6 cells. IEC-6 cytotoxicity, luminescence viability. inhibition, % at 5 µM. actives 0.78% (n = 290,000). AID 1825; in the data active = inhibition above about 22%;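 note: 0% = plate median of test compound wells and 100% = cytotoxic reference compound wells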
aSyn 5UTR inh – 5' untranslated region of α-synuclein, MLPCN primary screen; alpha-synuclein 5'UTR reporter, inhibitor activity; inhibition, % (tested at 7.5 µM); actives 0.82% (n = 300,000); in the data active = inhibition above about 60%;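 note: H4 neuroglioblastoma cells stably carrying SNCA 5'UTR luciferase fusion; 0% = DMSO wells and 100% = positive control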
HSF1 inhib – HSF1 inhibition. NIH3T3-HGL HSE-luciferase, MG132-induced, luminescence 8 h; hits give low values. activity change, negative = inhibition, % at 7.5 µM (by protocol). actives 0.77% (n = 300,000). AID 2098;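 active = more than half of replicate wells show activity change below -50%, luminescence cut by over half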;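 note: luciferase reports HSF-1 transcriptional activity via heat shock element; 0% = median of DMSO wells and -100% = zero luminescence signal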
GSK3 alpha inh – blocks human GSK-3 alpha kinase; AID 2650; ADP-Glo luminescence, 60 min; P49840; actives 0.1% (n = 320,000); inhibition, % at 10 µM;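 in the data active = inhibition above about 50%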;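 note: GST-tagged GSK-3 alpha with peptide substrate and 25 µM ATP; 0% = DMSO neutral wells and 100% = GW8510 positive control wells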
Target sequence (P49840 whole entry, looked up): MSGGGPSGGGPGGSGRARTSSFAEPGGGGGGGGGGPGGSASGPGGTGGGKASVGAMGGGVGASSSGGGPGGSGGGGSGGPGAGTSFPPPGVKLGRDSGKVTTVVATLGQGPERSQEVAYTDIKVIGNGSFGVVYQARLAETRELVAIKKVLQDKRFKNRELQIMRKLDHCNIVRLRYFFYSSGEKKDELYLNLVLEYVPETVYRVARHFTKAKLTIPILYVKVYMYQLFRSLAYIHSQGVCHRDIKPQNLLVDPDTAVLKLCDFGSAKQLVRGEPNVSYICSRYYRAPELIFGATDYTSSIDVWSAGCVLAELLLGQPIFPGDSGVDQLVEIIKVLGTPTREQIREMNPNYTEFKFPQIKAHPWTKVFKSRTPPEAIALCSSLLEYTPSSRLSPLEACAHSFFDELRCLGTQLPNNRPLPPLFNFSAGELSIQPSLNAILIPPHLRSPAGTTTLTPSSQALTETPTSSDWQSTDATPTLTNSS
GSK3B inh – blocks human GSK3beta kinase activity | actives 0.038% (n = 300,000) | AID 2097 | activity score (negative = inhibition), % at 10 µM | P49841 | GST-GSK3beta kinase, ADP-Glo luminescence, 60 min; hits give low values;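 active = more than half of replicate wells score below -50%, meaning over 50% inhibition versus plate controls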;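 note: 0% = median DMSO wells and -100% = median GW8510 positive control wells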
Target sequence (P49841 whole entry, looked up): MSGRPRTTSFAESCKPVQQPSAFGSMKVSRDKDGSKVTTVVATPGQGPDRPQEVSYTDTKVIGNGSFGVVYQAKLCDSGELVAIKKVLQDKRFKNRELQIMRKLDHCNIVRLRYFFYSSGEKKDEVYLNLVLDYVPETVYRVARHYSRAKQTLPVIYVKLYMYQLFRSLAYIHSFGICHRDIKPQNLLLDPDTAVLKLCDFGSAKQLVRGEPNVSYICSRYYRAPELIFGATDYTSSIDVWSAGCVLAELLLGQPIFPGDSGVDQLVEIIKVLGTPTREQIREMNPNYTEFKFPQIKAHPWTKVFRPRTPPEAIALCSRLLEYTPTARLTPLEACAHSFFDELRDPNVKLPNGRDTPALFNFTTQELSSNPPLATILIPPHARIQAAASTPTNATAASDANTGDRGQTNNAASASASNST
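Test system: GST-fused GSK3beta enzyme, cell-free | Quantity: 1.6 ng GST-GSK3beta enzyme per well | Reagent: 25 µM ATP with peptide substrate | Schedule: 60 min enzyme reaction, room temperature | Signal: Luminescent ADP-Glo measurement of ADP formed | Read-out basis: Score relative to plate controls | Control set: DMSO and 20 µM GW8510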
HIF activator – HIF pathway transcriptional activation; U2OS HRE-luciferase reporter, luminescence; normalized: DMSO 0%, desferrioxamine 100%; activation, % at 7.5 µM (by protocol); actives 0.32% (n = 300,000); AID 1910;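 active = mean activation of at least 10% of the iron chelator positive control signal, with at least half of replicates also reaching 10%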
KLF5 inhibitor – inhibitors of KLF5 expression; DLD-1 KLF5 promoter-luciferase reporter, luminescence; inhibition, % at 5 µM; actives 0.23% (n = 290,000); AID 1700;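 active = inhibition above a per-plate limit of that plate's mean compound inhibition plus 3 SD, cut at about 60% in these data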;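 note: 0% = DMSO wells and 100% = LY294002 at 200 µM; higher means less KLF5 promoter-driven luciferase light; inactives centre near -14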
HSF1 activator – increases HSF-1 driven luciferase reporter signal | NIH3T3-HGL HSF-1 luciferase reporter, MG132, 8 h; 100% = twice DMSO control signal | activation, % at 9 µM | actives 1.7% (n = 300,000) | AID 504408;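 active = mean replicate activation of at least 50% with a set share of replicates each reaching 50%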;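 note: 0% = median of the neutral control wells and 100% = twice that signal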
HSP90 inh – inhibitors of HSP90 luciferase refolding in rabbit reticulocyte lysate | inhibition, % at 5.6 µM | actives 0.91% (n = 290,000) | luciferase refolding luminescence, 3 h | AID 1789;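 active = inhibition above the screen-wide mean plus 3 SD, computed separately per campaign, cut at about 16% in these data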;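 note: 0% = DMSO wells and 100% = 60 µM geldanamycin wells; inhibitors lower the luminescence because luciferase stays unfolded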
* hit, by the source's call; / = not tested or not shown.

SMILES	AI-2 QS modul	IEC-6 cytotox	aSyn 5UTR inh	HSF1 inhib	GSK3 alpha inh	GSK3B inh	HIF activator	KLF5 inhibitor	HSF1 activator	HSP90 inh
Cc1cccc(-n2c(CNC(=O)c3cccc([N+](=O)[O-])c3C)n[nH]c2=S)c1	33.3	-7.6	-4.7	-5.1	1.1	1.0	-0.5	-13.3	-8.9	1.6
O=C(CN(C(=O)CNC(=O)c1ccco1)c1ccccc1F)NC1CCCCC1	26.5	5.2	0.0	0.0	-0.3	-5.3	-0.5	-31.6	18.9	-2.5
Cc1cccc(C)c1NC(=O)COC(=O)c1cc(=O)c2ccccc2o1	22.8	-3.4	13.9	-5.6	-3.1	2.7	0.2	1.7	-14.8	-4.5
CCOc1c2ccc(C(=O)NCc3ccc4c(c3)OCO4)cc2nn1CC	6.0	0.1	3.0	0.9	-3.1	2.4	-0.8	-5.1	-1.7	-4.5
O=C(Cc1ccccc1F)NCC(c1ccco1)N1CCCCC1 (stereo not drawn)	12.1	-6.0	-3.7	-1.1	1.1	2.9	-0.2	-30.2	-4.5	-3.1
Cc1cc(C(=O)Nc2sc(C)c(C)c2C#N)c(C)o1	5.3	4.3	-64.7	16.0	-1.0	0.8	1.1	-3.3	43.9	-1.4
O=C(NCCC1CCCCN1S(=O)(=O)c1ccccc1)C(=O)Nc1ccc(F)cc1F (stereo not drawn)	10.4	/	0.3	-0.7	-0.8	3.1	0.6	/	-4.7	/
C[C@H](NC(=O)c1ccccc1Cl)C(=O)OCC(=O)N1CC2(C)CC1CC(C)(C)C2 (stereo partly drawn)	9.7	-5.5	10.6	4.4	-0.1	1.5	-0.2	-1.2	-6.6	0.8
COCCCNC(=S)N1CCN(c2nc3ccccc3s2)CC1	-0.2	5.4	-42.0	-1.6	-0.8	2.0	1.2	-47.4	5.0	4.5
Cc1ccc(CNc2nc(C)c(C(=O)N(C)C)s2)cc1	/	0.3	-25.7	23.2	-0.6	/	-0.3	-23.3	26.0	-2.6
O=C(NCc1ccc(S(=O)(=O)Nc2ccccc2Cl)s1)c1ccccc1	14.6	0.0	10.6	-0.1	3.2	0.5	0.1	-13.7	5.4	-1.9
CCN(CC)c1nc(C#N)cc(-c2ccc(OC)cc2)n1	16.2	3.9	-68.8	-4.0	5.6	0.5	2.1	-121.7	-5.1	-1.1
O=C(/C(=N\Nc1ccccc1)Sc1nnnn1-c1ccccc1)c1ccccc1	26.6	-5.4	1.9	2.1	0.5	1.3	-0.2	-1.7	25.7	-4.8
CCSc1nnc(-c2cc3c(s2)-c2ccccc2CC3)o1	10.3	5.3	-102.3	14.8	0.7	-2.4	1.4	17.1	51.8*	2.9
C/C(CC(=O)Nc1cc(C)ccn1)=N\NC(=O)C(=O)Nc1cccc(C)c1	12.6	0.1	-74.3	8.7	6.7	0.0	2.0	-22.9	-2.2	-4.3
COc1cc(NC(=S)N2CCN(S(=O)(=O)c3ccc(C)cc3)CC2)cc(OC)c1	24.3	2.9	6.2	-12.3	-0.5	0.6	-0.1	-40.4	-1.0	-2.0
CCOC(=O)C1CCN(C(=O)C2CCCN(c3ncnc4c3nc3n4CCCCC3)C2)CC1 (stereo not drawn)	9.9	4.4	5.1	-1.8	-2.7	-3.5	400.3*	-3.6	-7.5	-1.5
Cc1c(NC(=O)c2ccc(N(C)S(C)(=O)=O)cc2)c(=O)n(-c2ccccc2)n1C	23.8	0.0	15.0	-6.3	4.2	0.9	-0.2	-19.2	-7.2	-1.7
CN(C)C(CNC(=S)Nc1ccc(Cl)cc1)c1cccnc1 (stereo not drawn)	-0.9	2.9	-14.6	5.6	/	2.4	-0.1	21.8	2.0	0.2
COc1ccc([C@@H]2C(C#N)=C(N)S[C@@H](c3ccccc3)[C@@H]2[N+](=O)[O-])cc1	23.5	-6.3	-1.1	0.9	-2.3	0.7	0.8	-15.2	12.9	-1.2
O=S(=O)(c1ccc(Cl)cc1)n1ccc(-c2cccc(OCc3c(F)cccc3Cl)c2)n1	2.5	0.6	8.3	1.2	-2.3	0.9	0.5	-20.5	11.1	-1.0
OCC[C@@H]1C[C@@H](O)[C@H](O)[C@]2(OCCCc3ccccc32)O1	9.8	-1.3	5.3	0.9	0.4	0.5	-3.5	-27.1	11.3	-4.2
Cc1ccc(NC(=O)CCNS(=O)(=O)c2ccc3[nH]c(=O)oc3c2)cc1C	36.9	-1.8	17.6	-4.4	2.5	-2.6	-0.3	-1.2	4.0	-2.6
O=C(O)CCCC(=O)N1N=C(c2ccccc2)CC1c1cccs1 (stereo not drawn)	14.3	6.2	12.0	6.4	-0.7	1.1	0.4	-2.1	13.0	9.0
CC1CCN(CC(=O)Nc2sc3c(c2C#N)CCC3)CC1	17.2	4.1	-38.2	-1.2	-2.6	3.3	-0.3	-33.2	1.0	-2.8

Compound profiles, as listed above.
O=C(NCCC1CCCCN1S(=O)(=O)c1ccccc1)C(=O)Nc1ccc(F)cc1F (stereo not drawn) as listed: AI-2 QS modul = 10.4; IEC-6 cytotox = /; aSyn 5UTR inh = 0.3; HSF1 inhib = -0.7; GSK3 alpha inh = -0.8; GSK3B inh = 3.1; HIF activator = 0.6; KLF5 inhibitor = /; HSF1 activator = -4.7; HSP90 inh = /
Cc1ccc(NC(=O)CCNS(=O)(=O)c2ccc3[nH]c(=O)oc3c2)cc1C as listed: AI-2 QS modul = 36.9; IEC-6 cytotox = -1.8; aSyn 5UTR inh = 17.6; HSF1 inhib = -4.4; GSK3 alpha inh = 2.5; GSK3B inh = -2.6; HIF activator = -0.3; KLF5 inhibitor = -1.2; HSF1 activator = 4.0; HSP90 inh = -2.6

Further results:
SMILES	AI-2 QS modul	IEC-6 cytotox	aSyn 5UTR inh	HSF1 inhib	GSK3 alpha inh	GSK3B inh	HIF activator	KLF5 inhibitor	HSF1 activator	HSP90 inh
CN(C)S(=O)(=O)Oc1ccc(Cl)cc1C(=O)Nc1cccc(C(F)(F)F)c1	3.9	-7.2	6.5	2.7	-0.7	-4.0	-1.0	6.8	-1.8	-1.4
Cc1ccc(CNC(=O)COC(=O)Cc2ccc(-c3ccccc3)cc2)cc1	6.0	5.8	8.7	-1.7	1.6	3.0	2.1	6.5	16.0	2.8
O=C(CSc1ncnc2sccc12)Nc1ccccc1	-27.1	-9.7	-1.8	0.8	-2.2	3.3	0.1	-4.1	1.7	-3.8
CCc1ccc(CN(C)C(=O)c2cc(COc3ccc(OC)cc3Cl)on2)nc1	1.7	1.8	-169.7	22.5	-2.2	0.1	1.9	-137.9	55.8*	1.2
COC(=O)C(C)NC(=O)COc1ccc2ccccc2c1 (stereo not drawn)	-0.6	3.7	-9.6	-8.7	2.3	2.2	1.4	-14.3	-3.9	-2.3
O=c1cc(CSc2ccccn2)c2ccccc2[nH]1	/	-6.2	/	/	-1.9	/	/	-11.6	/	1.1
Cc1ccc(NC(=S)N(CCN2CCOCC2)Cc2cc3cc4c(cc3[nH]c2=O)OCO4)cc1	9.3	-0.3	27.0	-4.5	-1.3	1.4	-0.7	-31.7	-1.2	-0.8
CC1(C)CC(=O)C=C(Nc2ccc(O)c(C(=O)O)c2)C1	2.7	-0.1	21.1	-5.8	-4.5	0.3	-1.0	-21.1	-4.9	-3.4
O=C(Cn1cc(-c2nnnn2-c2ccc(Cl)cc2)c(=O)c2ccccc21)c1ccccc1	19.9	-4.8	32.4	26.7	-0.8	3.3	-0.2	-15.0	36.1	-1.5
CCCn1nc(C(=O)OCC(=O)c2c(N)n(C)c(=O)n(C)c2=O)c2ccccc2c1=O	16.7	-4.1	-3.0	-6.0	-2.1	5.9	0.0	-13.4	-2.7	-3.5
CCC1Sc2ccc(S(=O)(=O)CCC(=O)Nc3c(Cl)cc(OC)cc3OC)cc2NC1=O (stereo not drawn)	39.7	-15.5	15.4	-0.3	-1.7	3.3	0.6	-14.2	3.7	-4.6
CC1=NNC(=O)C1CCC(=O)N/N=C/c1ccc(Cl)cc1Cl (stereo not drawn)	22.1	0.7	-0.4	-3.6	5.7	-2.6	0.2	-23.0	13.1	-3.1
COC(=O)c1c(NC(=O)CSc2nc(-c3ccco3)cc(C(F)(F)F)n2)sc2c1CCCC2	0.6	-5.6	6.1	-9.4	-0.5	-23.1	0.0	-28.0	-2.5	-2.5
O=C(CCCN1C(=O)[C@H]2CC=CC[C@H]2C1=O)NCc1nc(-c2ccccc2)no1	12.8	-2.2	-25.0	2.2	-8.8	1.0	-0.1	-28.8	14.0	-0.8
Cc1nnc(NC(=O)Cc2cccs2)s1	17.6	-7.6	-32.6	-2.6	1.0	0.8	-0.2	8.3	-5.5	2.6
CC(=O)NC(Cc1ccc(F)cc1)C(=O)NC1CCN(C(=O)Nc2cccc(C)c2)CC1 (stereo not drawn)	10.2	0.8	-9.3	0.4	-3.1	0.8	1.1	-15.9	18.1	-5.4
O=C(Nc1ccc(CN2CCOCC2)cc1)c1ccc(-c2cccc([N+](=O)[O-])c2)o1	13.8	1.9	-38.2	-1.2	-2.5	-1.7	0.0	-52.3	4.5	-6.4
CCN(CC)S(=O)(=O)c1cccc(NC(=O)/C=C/c2ccc([N+](=O)[O-])cc2)c1	21.8	1.8	-2.4	13.8	-1.2	-3.1	-0.2	-12.2	69.9*	-1.1
Cc1cc(Oc2cc(N)cc([N+](=O)[O-])c2)ccc1Cl	-3.9	5.8	38.4	-4.9	-2.1	1.0	0.0	-3.1	7.7	-1.4
COc1ccc(CCNC(=O)CCCCn2c(=O)[nH]c3ccccc3c2=O)cc1OC	22.4	3.2	9.2	0.5	1.7	0.0	0.4	-11.4	-5.6	4.8
COc1ccc(C)cc1NC(=O)c1cc2c(s1)CCC2	21.3	-4.5	-143.5	20.8	-2.2	-2.2	1.2	-30.3	17.3	0.5
CCN1CC2=C(OC(N)=C(C#N)C2c2ccccc2)/C(=C\c2ccccc2)C1 (stereo not drawn)	26.5	8.1	2.8	22.9	0.9	0.3	-0.4	-8.0	17.7	5.8
CCn1c(SCC(=O)Nc2ccccc2F)nnc1-c1cnccn1	3.8	0.5	-19.2	2.3	-0.4	-0.7	0.5	-5.3	18.0	-5.3
CC(=O)N1N=C(c2ccco2)CC1c1ccc(C)cc1 (stereo not drawn)	32.5	-2.2	-12.6	-7.4	-0.5	2.1	-0.3	-17.2	-0.1	-1.1
O=S(=O)(c1ccc(S(=O)(=O)N2CCOCC2)cc1)N1CCCC1	24.0	1.2	5.1	1.4	-1.0	-4.8	0.0	-12.4	9.3	1.7
CCCCNc1nc2ccccc2[nH]1	24.8	4.1	10.1	-3.9	-2.5	0.2	-0.4	-27.6	0.6	0.2
O=C(NNC(=O)C12CC3CC(CC(C3)C1)C2)c1ccco1	6.7	-4.4	1.3	0.4	-0.4	-3.0	0.2	-45.9	-6.1	1.7
CC(NC(=O)COC(=O)c1cccs1)c1ccccc1 (stereo not drawn)	22.3	2.5	4.8	-4.4	-0.9	1.5	-0.1	5.5	-5.4	-3.3
Cc1ccc(CSCc2ccc(C(=O)O)o2)cc1	9.5	-1.5	8.6	0.6	0.0	-0.1	-1.1	-12.2	9.2	5.1
Cc1nn2c(NCc3ccccn3)cc(C(C)(C)C)nc2c1-c1ccccc1	10.9	0.0	23.2	0.0	0.2	1.0	-0.5	-11.2	-3.4	2.9
